Screens deposited in PubChem by several laboratories.
E coli Lon inh – inhibitors of E. coli Lon protease, primary screen, biochemical, fluorescence polarization; purified E. coli Lon protease; inhibition, % at 7.94 µM; 360,000 tested, 0.42% active; AID 602123, 2011; in the data active means inhibition above about 13%, passing the limit was not always enough;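 further: 0% = enzyme with probe and DMSO and 100% = no enzyme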
PABP1 MLLE inh – inhibitors of PABP1 MLLE–PAM2 peptide binding, primary screen, biochemical, fluorescence polarization, FITC-PAM2, GST-MLLE. inhibition, % at 20 µM. 360,000 tested, 0.36% active; in the data active means inhibition above about 35%, passing the limit was not always enough;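 further: plate controls were DMSO wells with GST-MLLE for no effect and wells lacking GST-MLLE protein for full effect; some results filed as inactive read as strong as hits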
CSN inh – inhibitors of CSN-mediated cullin deneddylation, primary screen, biochemical, fluorescence polarization, uHTS | COP9 signalosome complex subunit 5 (Homo sapiens), Q92905 | Purified CSN, SCF-Nedd8-OG deneddylation | inhibition, % at 12.5 µM | 360,000 tested, 0.38% active;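 active means pattern-corrected inhibition above about 35%, with an unprinted fluorescence ratio check between 0.5 and 1.5, limit read from the data, passing the limit was not always enough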;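 further: 0% = enzyme with substrate and 100% = substrate without enzyme; some results filed as inactive read as strong as hits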
Target sequence (Q92905 whole entry, looked up, one chain of several): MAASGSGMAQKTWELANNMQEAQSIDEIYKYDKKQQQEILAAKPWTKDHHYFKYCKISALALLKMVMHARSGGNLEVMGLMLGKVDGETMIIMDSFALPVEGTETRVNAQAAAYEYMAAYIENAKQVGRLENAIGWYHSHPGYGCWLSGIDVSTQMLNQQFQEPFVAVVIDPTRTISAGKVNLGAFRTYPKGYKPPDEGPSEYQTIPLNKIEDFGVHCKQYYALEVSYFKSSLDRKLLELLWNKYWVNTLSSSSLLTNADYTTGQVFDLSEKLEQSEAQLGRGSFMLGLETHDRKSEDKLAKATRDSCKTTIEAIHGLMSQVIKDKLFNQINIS
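Detection – fluorescence polarization · System – HEK293T-derived human Csn5 enzyme · Controls – substrate-only high control, full reaction low control · Timing – 90 min, room temperature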
MsrA inh – bovine MsrA enzyme inhibitors, primary screen, biochemical, absorbance, HTS | purified bovine MsrA, absorbance read-out | inhibition, % at 15.5 µM | 360,000 tested, 0.75% active; in the data active means inhibition above about 4.5%;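 further: 0% = vehicle wells with enzyme and 100% = reference inhibitor wells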
MsrA act – bovine MsrA enzyme activators, primary screen, biochemical, absorbance, HTS; Methionine sulfoxide reductase A (Bos taurus); purified bovine MsrA, absorbance read-out; activation, % at 10.6 µM; 360,000 tested, 0.3% active; AID 602163, 2012; in the data active means activation above about 7.5%;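 further: 0% = vehicle and 100% = reference activator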
Neddyl block – inhibitors of cullin neddylation, primary screen, biochemical, TR-FRET, uHTS, NAE and Ubc12; calls only at 25 µM; 360,000 tested, 0.58% active; AID 651699, 2012; in the data active means inhibition above about 36%
Target sequence (P61081 whole entry, looked up): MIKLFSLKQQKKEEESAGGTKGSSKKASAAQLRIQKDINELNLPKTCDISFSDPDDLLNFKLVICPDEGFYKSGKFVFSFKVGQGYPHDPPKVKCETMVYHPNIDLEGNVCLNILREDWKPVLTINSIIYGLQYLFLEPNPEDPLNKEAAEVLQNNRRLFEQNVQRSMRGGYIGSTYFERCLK
Target sequence (Q13564 whole entry, looked up): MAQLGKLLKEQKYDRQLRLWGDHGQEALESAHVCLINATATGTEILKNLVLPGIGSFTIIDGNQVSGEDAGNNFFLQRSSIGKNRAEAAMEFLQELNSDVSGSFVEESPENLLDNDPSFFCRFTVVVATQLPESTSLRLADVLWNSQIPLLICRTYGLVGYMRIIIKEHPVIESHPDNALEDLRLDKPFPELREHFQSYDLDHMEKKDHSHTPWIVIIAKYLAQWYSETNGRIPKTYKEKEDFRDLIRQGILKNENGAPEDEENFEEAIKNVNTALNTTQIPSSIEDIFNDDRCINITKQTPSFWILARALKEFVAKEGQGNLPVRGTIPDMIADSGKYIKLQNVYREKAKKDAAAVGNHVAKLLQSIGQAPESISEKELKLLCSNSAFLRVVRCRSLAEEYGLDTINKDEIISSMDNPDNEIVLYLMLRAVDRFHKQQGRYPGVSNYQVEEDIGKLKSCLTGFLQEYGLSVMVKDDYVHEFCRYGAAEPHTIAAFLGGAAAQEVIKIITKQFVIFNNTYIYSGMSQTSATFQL
FAS TE block – FAS thioesterase domain inhibitors, primary screen, biochemical, fluorescence intensity, uHTS; inhibition, % at 15 µM; recombinant FAS-TE, OMFH fluorogenic substrate, fluorescence endpoint; 360,000 tested, 0.67% active; Fatty acid synthase (Homo sapiens), P49327; AID 602261, 2012;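 active means compounds whose normalised, plate-corrected inhibition of enzyme fluorescence in the single-dose primary screen is 50% or more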;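 further: 0% = DMSO with enzyme and 100% = substrate without enzyme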
Rin1-Abl PPI inh – inhibitors of Rin1-Abl protein binding, primary screen, biochemical, TR-FRET; inhibition, % at 7.35 µM; Tyrosine-protein kinase ABL1 (Homo sapiens) + Ras and Rab interactor 1 (Homo sapiens), …; 360,000 tested, 0.4% active; in the data active means inhibition above about 5%, passing the limit was not always enough
TbMetRS inhib – T. brucei MetRS inhibitors, primary screen, biochemical, luminescence. methionyl-tRNA synthetase (Trypanosoma brucei brucei). purified T. brucei MetRS, ATP depletion, Kinase-Glo luminescence. inhibition, % at 11.9 µM. 360,000 tested, 0.4% active. AID 624268, 2012;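 active means inhibition above a per-plate cutoff of the control wells' mean inhibition plus 3 SD, cut at about 5.5% in these data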;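 further: 0% = DMSO wells median and 100% = median of wells with control inhibitor compound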
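technique = Kinase-Glo luminescence, ATP depletion format | system = purified MetRS (methionyl-tRNA synthetase) enzyme from Trypanosoma brucei | timing = 15 min preincubation, 2 h reaction, all 25 °C | evaluation = percent inhibition versus plate control medians | dosing = single dose, 11.9 µM final nominal, 0.9% final DMSO | also added = substrates ATP, L-methionine and bulk Escherichia coli tRNA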
* hit, by the source's call; i = inactive; x = no result given; + = active, no number.

(1) C=CCc1cc(C=C2C(=O)NC(=O)NC2=O)cc(OC)c1OCc1ccc(C(=O)O)cc1
(2) COC(=O)C1=C(c2ccc(Cl)c(C(F)(F)F)c2)C[C@@H]2CC[C@H]1N2C(=O)N1CCCC1
(3) O=C(CN1CCOCC1)c1ccc(Br)cc1
(4) CCOC(=O)[C@]12Cc3cc4ccccc4cc3[C@H]1N(Cc1ccccc1)C(=O)c1ccccc12
(5) CCC1CO/C(=C(\C(Cl)=C(Cl)Cl)[N+](=O)[O-])N1Cc1ccc(Cl)nc1 (configuration not stated)
(6) CC(NCc1ccc(Cl)cc1)C(O)c1ccccc1 (configuration not stated)
(7) CC12C=CC(=O)C=C1CCC1C2C(=O)CC2(C)C(=O)CCC12 (configuration not stated)
(8) C(=N\NC1=NCCCCC1)/c1c[nH]c2ccccc12
assay / compound,1,2,3,4,5,6,7,8
E coli Lon inh,-1,14,-5,5,-1,3,-4,8
PABP1 MLLE inh,22,-8,12,x,4,-2,4,6
CSN inh,10,6,-3,4,1,0,-1,2
MsrA inh,x,0.3,-0.3,-0.7,0.2,-0.1,0.7,1.6
MsrA act,-1,-1,-2,-4,-4,1,-2,-4
Neddyl block,i,i,i,i,i,i,i,i
FAS TE block,-3,20,0,61*,0,-6,-6,-5
Rin1-Abl PPI inh,1,6,-2,x,0,5,-1,-4
TbMetRS inhib,-0.6,-0.3,-0.2,-0.3,-0.7,-0.4,-0.2,0.1

(9) CCC(C)n1c(O)c(/C=N/NC(=O)c2ccncc2)c(=O)[nH]c1=S (configuration not stated)
(10) O=C1NC(=O)C(=Cc2ccc(Oc3ccc([N+](=O)[O-])cc3)cc2)C(=O)N1
(11) CC/C(=N\NC(=O)c1ccccc1O)c1c(O)n(C2CCCCC2)c(=O)[nH]c1=O
(12) Cc1ccc(N)cc1Cl
(13) C=C1[C@H]2C[C@H]3[C@H]4N5C[C@]6(C)CCC[C@]47[C@H]([C@H]2O)[C@]3(C[C@]5(O)[C@H]67)[C@@H]1O
(14) CN(C(=O)c1ccc(Cl)nc1)C1(c2ccccc2Cl)CCCCC1=O (configuration not stated)
(15) CN1CCN(c2ccc(Cl)cc2N)CC1
(16) C=CCn1c(O)c(C(C)=NCCO)c(=O)[nH]c1=O
assay / compound,9,10,11,12,13,14,15,16
E coli Lon inh,-21,1,-8,-7,-8,2,-10,-5
PABP1 MLLE inh,-5,20,-1,6,10,-6,0,-98
CSN inh,3,1,1,-2,2,-3,-2,0
MsrA inh,3.1,x,2.3,0.4,0.0,0.3,1.8,-1.9
MsrA act,0,-2,-2,-2,-2,-1,-2,1
Neddyl block,+,i,i,i,i,i,i,i
FAS TE block,12,3,25,-2,-6,-7,-3,-10
Rin1-Abl PPI inh,-1,2,3,0,1,6,1,4
TbMetRS inhib,0.2,0.3,0.3,-0.1,-1.2,-0.7,-0.6,0.2

(17) C[n+]1c(-c2ccccc2)cc(-c2ccc(Cl)cc2)cc1-c1ccccc1
(18) CCOP(=O)(Nc1ccc2c(c1)C(=NNC(N)=S)c1ccccc1-2)OCC
(19) C=CCC1(CN2CCCC2=O)C(=O)NC(=O)NC1=O
(20) CC1CN=C(Nc2cccc3ccccc23)S1 (configuration not stated)
(21) COCCNC(=O)CN1C(=O)CN=C(c2ccccc2)c2ccccc21
(22) C=CCn1c(O)c(C(CC)=NC2CC2)c(=O)[nH]c1=O
(23) CN1CCC(C)(O)C2CCCCC21 (configuration not stated)
(24) CN(CC(=O)Nc1ccccc1-c1ccccc1)C1CCCCC1
assay / compound,17,18,19,20,21,22,23,24
E coli Lon inh,5,-6,1,-4,16,-6,-7,-1
PABP1 MLLE inh,3,23,4,-39,5,8,0,7
CSN inh,2,-1,3,10,-1,-7,-7,-7
MsrA inh,0.2,15*,x,-0.2,1.0,-0.4,0.1,0.7
MsrA act,-3,-1,-2,-8,-3,-10,-1,-5
Neddyl block,x,i,i,i,i,i,i,i
FAS TE block,-7,-4,-5,-62,-7,-9,-5,19
Rin1-Abl PPI inh,4,-7,-2,-3,0,-1,1,0
TbMetRS inhib,0.1,0.6,-0.6,-1.9,-0.6,-0.7,0.1,-0.3

(25) COc1ccc(C(=O)C2CCCN(CC3CCCCC3)C2)cc1OC (configuration not stated)
(26) O=C1/C(=C\c2ccc3c(c2)OCO3)N2CCC1CC2
(27) CCOC(=O)[C@]12Cc3c(cc(OC)c(OC)c3OC)[C@H]1N(C)C(=O)c1cc(OC)ccc12
(28) CCS(=O)(=O)NC(C)c1nnc2n1-c1ccc(Br)cc1C(c1ccccc1Cl)=NC2 (configuration not stated)
(29) O=C1C(Cc2cnc[nH]2)NC(=S)N1c1ccccc1 (configuration not stated)
(30) COc1cc(C(=O)N2C[C@H]3C[C@@H](C2)c2cccc(=O)n2C3)cc(OC)c1OC
(31) C[C@H]1[C@@H](c2ccccc2)O[C@@H](c2ccccc2Br)N1C
(32) O=Cc1c(C(=O)O)n(Cc2ccc(F)cc2Cl)c2ccccc12
assay / compound,25,26,27,28,29,30,31,32
E coli Lon inh,2,-4,-8,-2,-3,2,-6,6
PABP1 MLLE inh,-4,-10,x,-1,-6,-5,-2,-28
CSN inh,0,-5,2,-3,-4,4,-4,1
MsrA inh,0.2,x,0.3,1.4,-0.1,0.5,-1.3,-0.1
MsrA act,-5,-2,-1,0,-2,-3,-3,-3
Neddyl block,i,i,i,i,i,i,i,i
FAS TE block,-3,0,14,-4,-3,-5,8,0
Rin1-Abl PPI inh,1,-3,x,1,2,-1,0,0
TbMetRS inhib,-1.3,0.3,-0.8,0.0,-0.9,-1.6,-0.3,1.5

(33) O=c1[nH]c(=S)n(CCC2=CCCCC2)c(O)c1/C=N/Nc1ccccc1
(34) CN(C)c1ccc(/C=C/C=C/c2sc3ccccc3[n+]2C)cc1
(35) COC(=O)C1=C(c2cc3ccccc3s2)C[C@@H]2CC[C@H]1N2C(=O)NCCO
(36) COc1cc2oc(=O)c(CC(=O)N3C[C@H]4C[C@@H](C3)c3cccc(=O)n3C4)c(C)c2cc1Cl
(37) CC(Cc1ccccc1)N(C)CC1C(=O)C2CCC1C2 (configuration not stated)
(38) CC1CN(c2ccccn2)C(C)CN1C(=O)C(O)(c1ccccc1)c1ccccc1 (configuration not stated)
(39) CC(c1ccccc1F)n1cc(C(=O)Nc2ccc3nc[nH]c3c2)nn1 (configuration not stated)
(40) Fc1ccc(N2CCN(Cc3ccc4c(c3)OCO4)CC2)cc1
assay / compound,33,34,35,36,37,38,39,40
E coli Lon inh,-14,-21,1,-1,-10,0,1,-8
PABP1 MLLE inh,-19,-30,-4,15,-12,-9,-11,-14
CSN inh,9,9,-5,4,-1,-3,-3,1
MsrA inh,2.2,-1.0,0.4,0.6,-0.6,0.6,1.4,-0.9
MsrA act,-9,2,-10,-3,-1,-2,-2,1
Neddyl block,i,i,i,x,i,i,i,i
FAS TE block,5,-4,-12,0,-2,8,-10,4
Rin1-Abl PPI inh,2,-19,-2,-6,-3,1,-5,2
TbMetRS inhib,-1.0,1.8,-0.7,0.4,-0.3,0.3,0.1,-0.9

An excerpt of these results, with tabs.
item	molecule	E coli Lon inh	PABP1 MLLE inh	CSN inh	MsrA inh	MsrA act	Neddyl block	FAS TE block	Rin1-Abl PPI inh	TbMetRS inhib
35	COC(=O)C1=C(c2cc3ccccc3s2)C[C@@H]2CC[C@H]1N2C(=O)NCCO	1	-4	-5	0.4	-10	i	-12	-2	-0.7
36	COc1cc2oc(=O)c(CC(=O)N3C[C@H]4C[C@@H](C3)c3cccc(=O)n3C4)c(C)c2cc1Cl	-1	15	4	0.6	-3	x	0	-6	0.4

(list continues)
(41) O=C(NC(C(Cl)Cl)N1CCOCC1)c1ccccc1 (configuration not stated)
(42) O=[N+]([O-])c1ccc(N2CCCCC2)c2ncccc12
(43) CCc1c(C)nc(N)nc1N1N=C1SCC#N
(44) O=C1NC(=O)C(=Cc2cn(CCOc3ccc4c(c3)OCO4)c3ccccc23)C(=O)N1
(45) CC(=O)c1c(C)n(CCCOC(C)C)c2ccc(O)cc12
(46) COC(=O)C1=C(c2ccc3ccccc3c2)C[C@@H]2CC[C@H]1N2C(=O)NC1CCCCC1
(47) Cc1ccc(OC(=O)N(C)C[C@@H]2OCc3cnnn3CCCC(=O)N([C@H](C)CO)C[C@@H]2C)cc1
(48) c1cc2c(cc1CN1CCNCC1)OCO2
assay / compound,41,42,43,44,45,46,47,48
E coli Lon inh,4,-2,-9,-17,-3,-1,2,-4
PABP1 MLLE inh,-2,-2,-14,-9,-4,5,5,-1
CSN inh,5,-17,-6,35,-1,-1,2,1
MsrA inh,3.3,1.2,1.0,x,1.1,x,-1.0,x
MsrA act,-3,-4,-3,-4,-2,-11,-4,-2
Neddyl block,i,i,i,i,i,i,i,i
FAS TE block,-12,6,-8,-8,-7,8,-9,-4
Rin1-Abl PPI inh,1,-10,-2,3,0,7,-2,1
TbMetRS inhib,-0.4,-0.4,-0.7,-0.4,-0.8,-0.7,-0.2,-0.4

Full records as entered above.
`CC(=O)c1c(C)n(CCCOC(C)C)c2ccc(O)cc12` is entered as E coli Lon inh: -3; PABP1 MLLE inh: -4; CSN inh: -1; MsrA inh: 1.1; MsrA act: -2; Neddyl block: i; FAS TE block: -7; Rin1-Abl PPI inh: 0; TbMetRS inhib: -0.8
`COC(=O)C1=C(c2ccc3ccccc3c2)C[C@@H]2CC[C@H]1N2C(=O)NC1CCCCC1` is entered as E coli Lon inh: -1; PABP1 MLLE inh: 5; CSN inh: -1; MsrA inh: x; MsrA act: -11; Neddyl block: i; FAS TE block: 8; Rin1-Abl PPI inh: 7; TbMetRS inhib: -0.7

More results follow:
(49) COC(=NC1CCCCC1)C(O)c1c[nH]c2ccccc12 (configuration not stated)
(50) CC1CCC(NC(=O)CNC(=S)N2CC3CC(C2)c2cccc(=O)n2C3)CC1 (configuration not stated)
(51) O=C(c1ccc(F)c([N+](=O)[O-])c1)N1CC2CC(C1)c1cccc(=O)n1C2 (configuration not stated)
(52) O=C(CCC(=O)N1CC2C[C@@H](C1)Cn1c2cccc1=O)NCCc1ccccc1
(53) CN1C2CCC1CC(OC(=O)c1cc(Cl)cc(Cl)c1)C2 (configuration not stated)
(54) O=C(O)c1ccc(-n2c(O)c(/C=C3\C=Nc4ccccc43)c(=O)[nH]c2=O)cc1
(55) Cc1cc(C=O)c(C)n1CC1CCCO1 (configuration not stated)
(56) O=C1NC(=O)C(C2CCCCCC2)C(=O)N1
(57) CCC(=O)N1CC(=O)Nc2ccc(F)cc2C1c1ccccc1 (configuration not stated)
assay / compound,49,50,51,52,53,54,55,56,57
E coli Lon inh,0,-6,-4,-7,4,-117,2,-8,-6
PABP1 MLLE inh,6,-26,-8,-9,3,-31,-5,-9,9
CSN inh,-7,-6,-4,3,-3,1,-7,-8,-6
MsrA inh,-0.7,0.2,0.5,0.7,0.6,-0.9,-1.3,0.8,-0.8
MsrA act,-2,-2,-2,0,1,-12,-2,-8,-1
Neddyl block,i,i,i,i,i,i,i,i,i
FAS TE block,-3,-5,-4,-4,-6,-3,-7,-12,0
Rin1-Abl PPI inh,2,-2,0,-2,2,4,-2,2,2
TbMetRS inhib,-0.4,-0.5,0.5,0.8,0.3,-1.4,-0.7,-0.3,-0.2

The list is partial; the hit share may differ from the screen's.
